p47phox inh = p47phox (human) inhibition; 220,000 compounds, 0.53% hits; p47phox/p22phox peptide binding, fluorescence polarization, 2 h; inhibition, % at 24.7 µM; P14598;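 active means inhibition above about 30%, limit read from the data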;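 further: 0% = p47phox with labelled peptide and 100% = labelled peptide alone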
Runt-CBFb FRET = blocks binding of human RUNX1 Runt domain to CBFb. Q01196+Q13951. Cerulean-Runt/Venus-CBFb FRET ratio 530/480, 1 h. inhibition, % at 20 µM. 220,000 compounds, 0.46% hits. AID 1496;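 active means inhibition over about 50% at 20 µM in the single-dose screen, limit read from the data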;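 further: 0% = DMSO wells and 100% = excess unlabeled CBFb competitor control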
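Buffer or medium: Tris pH 7.5 buffer with BSA. Assay system: Cerulean-labeled Runt domain protein. Amount: each fluorescent fusion protein 100 nM. Read-out basis: loss of energy transfer signal. Incubation: 1 h compound exposure, room temperature. Probe or stimulus: Venus-CBFb binding partner, 100 nM. Detection: FRET, excitation 422 nm, emission at 530 and 480 nm.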
Hck-Nef inh = inhibitors of human Hck kinase activated by Nef; 220,000 compounds, 0.68% hits; AID 463187; P08631; inhibition, % at 20 µM; Recombinant Hck-YEEI plus Nef, Z-Lyte FRET kinase assay;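 active means Hck-Nef kinase inhibition above about 50%, limit read from the data; inactive means inhibition below that limit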;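 further: 0% = DMSO with Hck plus Nef and 100% = Hck alone without Nef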
Target sequence (P08631 whole entry, looked up): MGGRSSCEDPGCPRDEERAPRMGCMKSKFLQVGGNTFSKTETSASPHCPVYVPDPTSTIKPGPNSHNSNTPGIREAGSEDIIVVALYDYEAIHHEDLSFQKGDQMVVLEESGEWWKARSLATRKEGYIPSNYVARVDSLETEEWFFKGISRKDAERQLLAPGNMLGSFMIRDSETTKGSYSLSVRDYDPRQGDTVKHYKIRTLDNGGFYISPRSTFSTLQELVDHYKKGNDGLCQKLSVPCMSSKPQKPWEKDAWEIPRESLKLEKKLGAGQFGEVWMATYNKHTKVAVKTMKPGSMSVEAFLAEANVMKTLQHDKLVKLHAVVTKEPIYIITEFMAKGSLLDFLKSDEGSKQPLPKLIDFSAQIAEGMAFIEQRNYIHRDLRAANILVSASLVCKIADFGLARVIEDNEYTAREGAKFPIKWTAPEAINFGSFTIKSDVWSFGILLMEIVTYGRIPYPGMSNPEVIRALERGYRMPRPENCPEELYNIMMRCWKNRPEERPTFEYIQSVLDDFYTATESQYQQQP
Runt-SMMHC FRET = blocks binding of human RUNX1 Runt domain to CBFb-SMMHC. Q01196+Q13951. Cerulean-Runt/Venus-CBFb-SMMHC FRET ratio 530/480, 1 h. inhibition, % at 20 µM. 220,000 compounds, 0.74% hits. AID 1434;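 active means mean inhibition across duplicate retests at 20 µM reaching about 50%, limit read from the data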;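 further: 0% = DMSO wells and 100% = wells with excess untagged CBFb-SMMHC; inhibitors lower the FRET ratio by blocking Runt binding to CBFb-SMMHC; some results filed as inactive read as strong as hits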
EBV gp42 inh = blocks Epstein-Barr virus glycoprotein 42 binding | Q1HVG2 | inhibition, % (tested at 21.74 µM) | 220,000 compounds, 0.42% hits | AID 1085 | Fluorescence polarization binding assay, mP read-out; in the data active means inhibition above about 50%
Target sequence (Q1HVG2 whole entry, looked up): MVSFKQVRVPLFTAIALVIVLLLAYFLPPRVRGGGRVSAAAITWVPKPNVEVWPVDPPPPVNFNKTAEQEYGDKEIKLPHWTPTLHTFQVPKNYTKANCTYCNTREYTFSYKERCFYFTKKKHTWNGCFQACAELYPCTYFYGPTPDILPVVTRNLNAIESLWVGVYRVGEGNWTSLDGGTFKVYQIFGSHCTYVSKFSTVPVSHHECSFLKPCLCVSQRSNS
TbHK1 inh = T. brucei hexokinase 1 inhibition. AID 1430. inhibition, % at 10 µM. recombinant TbHK1, G6PDH-coupled NADH A340. 220,000 compounds, 0.11% hits;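 active means inhibition of 50% or more in the single-dose primary screen; inactive means inhibition below 50%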
MDM2 E3 inh = inhibitors of human Mdm2 E3 ubiquitin ligase. Q00987. cell-based MDM2 ubiquitination luciferase reporter, 2 h; 0 = plate control, 100 = twice control, blank-subtracted. AID 1230. 210,000 compounds, 0.11% hits. signal enhancement, % at 5 µM;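 active means signal enhancement of 30% or more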;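 further: luminescence tracks abundance of the self-degrading MDM2-luciferase fusion protein; higher signal means inhibition of MDM2 E3 ligase activity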
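System: stable MDM2–luciferase fusion reporter cells / Input: 2000 cells seeded into each well / Schedule: 4 h settle plus 2 h compound, 37 °C / Compound: single-point 5 µM / Buffer or medium: cells held in DMEM / Benchmarks: control and blank well means / Evaluation: percent signal gain over controls, blank-subtracted / Measured by: luciferase luminescence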
14-3-3 Bad PPI = disrupts binding of bovine 14-3-3 zeta to phospho-Bad peptide; TR-FRET 14-3-3zeta/Dy647-pBad peptide displacement, 1 h; AID 781; 220,000 compounds, 0.71% hits; inhibition, % at 21.7 µM; P63103;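 active means inhibition above about 70%, limit read from the data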;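 further: 0% = full 14-3-3 plus peptide FRET controls and 100% = background without 14-3-3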
Target sequence (P63103 whole entry, looked up): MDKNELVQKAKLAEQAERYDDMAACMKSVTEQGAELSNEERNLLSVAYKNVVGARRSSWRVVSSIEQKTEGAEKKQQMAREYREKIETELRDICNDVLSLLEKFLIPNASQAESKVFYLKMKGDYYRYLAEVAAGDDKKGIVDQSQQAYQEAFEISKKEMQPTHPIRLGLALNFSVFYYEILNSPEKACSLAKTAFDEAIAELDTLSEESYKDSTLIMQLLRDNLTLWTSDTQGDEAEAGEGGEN
zVAD death inh = blocks zVAD induced death of L929 cells | L929 zVAD necroptosis rescue, ATP luminescence, 24 h; with zVAD 60 µM | viability rescue, % at 10 µM | 220,000 compounds, 0.38% hits | AID 1377;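 active means activation, scaled between plate controls, above about 75%, limit read from the data; inactive means activation under that limit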;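 further: 0% = zVAD with DMSO and 100% = DMSO alone without zVAD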
An asterisk follows results filed as active; . = no result given; [ ] = remark or other dose.

SMILES	p47phox inh	Runt-CBFb FRET	Hck-Nef inh	Runt-SMMHC FRET	EBV gp42 inh	TbHK1 inh	MDM2 E3 inh	14-3-3 Bad PPI	zVAD death inh
O=C(CN1C(=O)C2CC=CCC2C1=O)OCCN1C(=O)c2ccccc2C1=O (centres undefined)	-2	-1	0	0	-11	1	-12	-1[fluorescence artefact?]	-0.5
CCC/C=N/NC(=O)c1ccc(F)cc1	0	-1	18	-2	-2	3	-20	-11	3.0
CCOC(=O)c1cnc(Nc2nc3ccccc3o2)nc1CN1CCN(C)CC1	-17	3	1	3	-10	5	-13	-20	3.9
CCCCCCCN1C2=NCCCN2c2ccccc21	-5	0	20	-3	5	10	-9	-5	-1.3
O=Cc1cnc(N2CCN(c3ccccc3)CC2)s1	-4	1	3	5	7	-36	-23	-8	-0.2
Cc1ccc(NC2=C(Cl)C(=O)OC2OC(=O)c2ccccc2C)cc1 (centres undefined)	-4	.	-4	-1	3	5	10	68	0.8
O=C(N/N=C/c1sc(N2CCCCC2)nc1-c1cccs1)C1CC1	-74	43	12	27	-13	-2	-12	-5	1.0
COc1ccc(-c2c(C)n([O-])c3c([n+]2=O)CCCCC3)cc1	-1	0	0	-2	14	-8	.	3	0.5
CC(=O)NCc1ccc(S(=O)(=O)N/N=C/c2ccccc2)cc1	1	2	4	-1	4	3	-1	-4[fluorescence artefact?]	0.4
CCOc1ccc(-c2csc(NC(=O)c3ccc(S(=O)(=O)N4CCc5ccccc5C4)cc3)n2)cc1	-30	-4	-2	-5	-26	-14	14	-20	0.2
Cc1ccc(C)c(NS(=O)(=O)c2ccc(OCC(=O)NCc3ccccn3)cc2)c1	-2	-1	0	1	-9	-5	6	-5	2.6
NC(=NCCc1c[nH]c2ccccc12)NC(=O)c1ccc(Cl)cc1	-9	7	33	2	1	15	-2	-1	0.4
COc1cc(CO)cc(-c2cc(CO)cc(OC)c2OC)c1OC	-2	1	6	0	-9	1	-2	-4[fluorescence artefact?]	1.3
COc1ccc(NC(=O)NCCc2ccc(Cl)cc2)cc1OC	-5	3	1	3	-9	-4	-32	-2	1.0
COc1ccc(Nc2nnc(Cc3ccccc3)c(=O)[nH]2)c(OC)c1	-11	-2	9	1	-7	4	-18	-6	2.8
O=C(COC(=O)c1cc(-c2cccs2)nc2ccccc12)NC1CCS(=O)(=O)C1 (centres undefined)	-16	.	-12	9	10	-2	-9	-4	1.1
c1nc(N2CCC3(CC2)OCCO3)c2[nH]cnc2n1	0	-2	5	1	12	-1	-22	5[fluorescence artefact?]	.
Cc1cc(C)n(CC(C)O)c(=O)c1C#N (centres undefined)	-3	-2	0	2	-3	-18	-36	-4	0.4
COc1cccc(C(=O)NCCCn2ccnc2)c1	-12	2	-4	-1	-7	-4	-6	-2	0.3
COc1ccc(C(=O)Nc2ccc(Cl)cc2C(=O)NCc2ccco2)cc1	-13	-4	1	-9	-18	-5	-7	6[fluorescence artefact?]	-0.2
OCCC1CN(Cc2nc3c(s2)CCCC3)CCN1CCc1ccccc1 (centres undefined)	-2	2	4	-7	-7	-1	-8	7	1.4
CCOc1ccc(-c2nc(S(=O)(=O)c3ccccc3)c(NCc3cccnc3)o2)cc1	-9	-3	1	-2	10	2	-9	-22	0.1
COc1cccc(-n2nnnc2SCC(=O)NCCc2ccc(OC)c(OC)c2)c1	-5	1	1	7	-5	-6	.	0	0.5
C/C(=C\C(=S)Nc1ccccc1)Nc1cccc2ccccc12	-18	29	-8	8	-1	-16	-26	-14	.
COC(=O)c1ccc(Sc2ccccc2NS(=O)(=O)c2ccc(NC(C)=O)cc2)nc1	-11	1	0	3	0	-17	-8	-14[fluorescence artefact?]	-0.1
C(=C\c1nc(-c2cccnc2)no1)/c1ccccc1	-7	.	29	.	-1	-3	-25	-11	7.3
CCOC(=O)C1=C(C)Nc2nc(SCC(=O)OC)nn2C1c1cc(F)cc(F)c1 (centres undefined)	-6	-1	1	3	8	0	-10	-7[fluorescence artefact?]	0.0
Cc1ccc(C(NC(N)=O)c2ccccc2C)cc1 (centres undefined)	7	-2	2	0	-11	-3	-24	-1[fluorescence artefact?]	0.1
CC(C)(C)NC(=O)C1CC(=O)OC12CCOC(C)(C)C2 (centres undefined)	2	0	12	-1	-12	-4	-20	-10	0.0
CCc1ccc(NC(=O)N2CCN(c3ccc(F)cc3)CC2)cc1	4	1	7	2	-2	-6	-4	-13	0.1
Cn1ccnc1C(O)(c1nnc(-c2ccccc2)o1)C(F)(F)F (centres undefined)	-7	-1	3	-1	-21	-4	-9	-7	0.7
CCCc1cc(=O)[nH]c(SCCOc2ccc(Cl)cc2)n1	-3	-2	1	0	4	-6	-7	-10	1.5
COC(=O)c1ccc(C)c(NC(=S)NCc2ccc(Cl)cc2)c1	-6	0	1	-1	-14	2	-8	-5	0.2
O=C(Nc1ccccc1)N1CCSc2cc(Cl)ccc21	-6	1	0	0	9	0	-19	-5	0.0
C#CCOCCOCCOCCNc1nc(N2CCN(C(=O)[C@H](CCCCN)n3cc(C(N)CO)nn3)CC2)nc(N2CCN(C(=O)[C@H](CCC(=O)O)n3cc(C(N)Cc4ccc(O)cc4)nn3)CC2)n1 (some centres undefined)	-1	4	33	0	-5	-8	-5	1	0.5
COc1ccc(N/C(=C(/C(Cl)=C(Cl)Cl)[N+](=O)[O-])n2nnc3ccccc32)cc1	-3	-10	-1	-48	15	-16	-11	79*	-0.2
Cc1cccc(-c2cc(N)n(-c3ccccc3)n2)c1	-4	-2	5	-2	-4	-1	-22	6	0.3
CCOc1cc(NC(=O)c2cccs2)c(OCC)cc1NC(=O)c1ccccn1	4	.	27	.	-11	-10	15	-17	48
COc1ccc2[nH]c3c(=O)n(/N=C/c4ccc(OC)c(CN5CCCC5)c4)c(C)nc3c2c1	5	1	-9	2	-6	-8	1	22	1.0
Cc1cccc(OC(=O)C2C(c3ccccc3)C(C(=O)O)C2c2ccccc2)c1 (centres undefined)	-4	0	-2	0	-12	-8	-3	-9[fluorescence artefact?]	3.2

Part of the list above, comma-delimited:
smiles,p47phox inh,Runt-CBFb FRET,Hck-Nef inh,Runt-SMMHC FRET,EBV gp42 inh,TbHK1 inh,MDM2 E3 inh,14-3-3 Bad PPI,zVAD death inh
C#CCOCCOCCOCCNc1nc(N2CCN(C(=O)[C@H](CCCCN)n3cc(C(N)CO)nn3)CC2)nc(N2CCN(C(=O)[C@H](CCC(=O)O)n3cc(C(N)Cc4ccc(O)cc4)nn3)CC2)n1 (some centres undefined),-1,4,33,0,-5,-8,-5,1,0.5
Cc1cccc(-c2cc(N)n(-c3ccccc3)n2)c1,-4,-2,5,-2,-4,-1,-22,6,0.3

(continued)
SMILES	p47phox inh	Runt-CBFb FRET	Hck-Nef inh	Runt-SMMHC FRET	EBV gp42 inh	TbHK1 inh	MDM2 E3 inh	14-3-3 Bad PPI	zVAD death inh
Cc1ccc(NNC(=O)c2c(C)noc2C)cc1Cl	-1	3	8	-3	1	-8	-13	-7	-0.8
O=C(NCc1cccs1)C1CC1	-2	8	-2	-2	-1	-4	-15	-11	1.9
Cc1ccc(C)c(NC(=S)Nc2cccnc2)c1	3	1	19	2	-2	-6	12	-12	2.9
CCOCc1[nH]c(=S)[nH]c(=O)c1Cc1ccc(OCC)cc1	-10	.	22	.	-14	-3	-10	-9	0.5
CCOC(=O)NC(c1ccc(C(C)C)cc1)C(Cl)(Cl)Cl (centres undefined)	-2	-5	4	4	-15	-1	-5	6	0.6
COc1ccc(NC(=O)CSc2nnc(-c3cccnc3)o2)cc1	9	2	1	-2	-10	-3	-14	-5	-0.1
Cc1cc(C)nc(SCc2nnc(SCC(=O)Nc3ccc(C)c(C)c3)n2Cc2ccco2)n1	1	1	2	-2	-9	2	-13	-4	0.0
CSc1nc2cc(S(=O)(=O)N3CCOCC3)ccc2s1	-4	1	-1	-7	-2	3	-5	0	-0.2
C/C(=N\NC(=O)c1ccccc1)c1ccc(-n2ccnc2)cc1	-6	0	2	-4	-32	-2	-6	1[fluorescence artefact?]	5.2
CCC(C)NC(=O)c1ccccc1-c1nc2ccccc2[nH]1 (centres undefined)	-4	-2	24	2	-18	1	-10	-8	2.5
COc1cccc(C(=O)N2CCC(N3CC(C)OC(C)C3)CC2)c1 (centres undefined)	7	-1	5	5	-12	2	-3	26[fluorescence artefact?]	-0.1
CCOC(=O)c1c(N)sc(C(=O)Nc2ccccc2F)c1C	-5	-2	17	-3	-13	-8	-36	4	0.7
CCOC(=O)C1=CN(c2cccc(F)c2)C=C(C(=O)OCC)C1c1cc(OC)c(O)c([N+](=O)[O-])c1	1	-8	3	-9	-1	3	-4	-18[fluorescence artefact?]	-0.3
CCOc1ccc(S(=O)(=O)N(CC)CC)cc1NS(=O)(=O)c1ccc(F)c(F)c1F	2	0	5	-2	-11	34	0	-11	1.2
CC1(C)CC(=O)C=C(C(=O)N2CCCC(CCC(=O)NCc3ccccc3F)C2)O1 (centres undefined)	-9	0	4	3	-12	-4	-11	-2	-0.1
CCOC(=O)c1c(NC(=O)Cn2cnc([N+](=O)[O-])n2)sc2c1CCCC2	-8	-5	1	-5	2	-10	-6	-3[fluorescence artefact?]	1.4
CCC(=O)Nc1c(C)nn(C(=O)CC)c1C	-7	3	2	2	-18	5	16	-2	-0.1
Cc1[nH]c2ccccc2c1C(=O)CN1C(=O)C(=O)N(Cc2ccco2)C1=O	-9	0	-2	-4	-13	1	-11	-10	4.1
CCCCOC(=O)c1nc[nH]c1C(=O)OCCCC	-1	-1	24	4	-6	-3	-2	-7	1.0
NC(=O)c1c(N)sc(=S)n1CC1CCCO1 (centres undefined)	-4	1	5	1	-20	0	-4	3[fluorescence artefact?]	0.1
Cc1ccc(C(=O)Nc2ccc(Br)c(C(F)(F)F)c2)cc1	-7	-3	1	-3	2	1	2	-10	13
CCOc1cc(N2CCOCC2)c(OCC)cc1NC(=O)CSc1ncn[nH]1	26	4	3	6	-1	-9	-13	9	1.0
O=c1c2ccccc2cnn1-c1ccc2ccccc2c1	-11	0	6	-1	-13	-7	-57	6	0.0
CC(C)OC(=O)CSc1nnc(-c2ccncc2)n1N	-2	1	0	-1	4	-3	-1	-9[fluorescence artefact?]	1.3
COc1ccc2[nH]c3c(N4CCN(Cc5ccc6c(c5)OCO6)CC4)ncnc3c2c1	-23	-3	3	0	-10	-16	-21	0	3.3
O=S(=O)(Nc1nc2ccccc2nc1NCC1CCCO1)c1cccc(Cl)c1 (centres undefined)	-16	-1	8	-5	-1	-35	-6	-4	1.2
COc1ccc(NC(=O)c2cc3cccc(OC)c3oc2=Nc2ccc(C(=O)O)cc2)cc1OC	-9	-11	33	-8	3	-18	-8	50	82*
Cc1ccc(NS(=O)(=O)c2cc(-c3n[nH]c(=O)c4ccccc34)ccc2C)cc1	-9	-6	3	-7	5	4	5	-8	3.5
Cc1cc(-c2cc(C(=O)O)c3ccccc3n2)c(C)s1	-6	10	12	0	-3	-14	-9	0	1.8
COC(=O)c1ccc2c(c1)N(C)S(=O)(=O)c1cnc(SCC(=O)C(C)(C)C)nc1-2	-14	0	-6	-2	-11	-4	-1	1	-0.7
Cc1cc(C)c([N+](=O)[O-])cc1NCC(=O)N1CCN(c2ccccc2)CC1	-8	2	-2	-3	-8	5	-17	5	0.1

Screens as filed in PubChem.

Not a hit list; about 3.2% have a hit in one of these screens.
